# rCAG RNA binder: r(CAG) repeat RNA binding; TO-PRO-1 dye displacement fluorescence; inhibition, % at 3 µM; hit rate 1.3% among 370,000; AID 651821;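 active = inhibition above the plate cutoff, the mean of all test compounds on that plate plus 3 SD, cut at about 35% in these data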;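 note: 0% = DMSO alone and 100% = 100 µM mitoxantrone as full dye displacement; higher means more dye released from RNA so lower well fluorescence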
# TDP2 inh: TDP2 (human) inhibition, absorbance primary screen. recombinant TDP2, T5PNP hydrolysis, p-nitrophenol absorbance 415 nm. inhibition, % at 12.8 µM. hit rate 0.34% among 370,000;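 active = inhibition above the mean of all tested compounds plus 3 SD, set per campaign, cut at about 25% in these data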;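 note: 0% = DMSO with enzyme and 100% = buffer with substrate but no TDP2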
#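 Test system: human TDP2 enzyme; Input: 120 nM TDP2 per well; Buffer or medium: Mg2+-containing Tris-HCl buffer, pH 7.5; Reagent: 5 mM T5PNP; Dosing: 12.8 µM single point, 1% DMSO; Incubation: reaction 2 h, 37 °C; Detection: p-Nitrophenol epi absorbance; Read-out: % inhibition relative to enzyme-containing and enzyme-free wells; Replicates: single well per compound.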
# MBD2 DNA inh: inhibitors of human MBD2 binding to methylated oligonucleotide | Q9UBB5 | TR-FRET | inhibition, % at 4.4 µM | hit rate 0.31% among 370,000; in the data active = inhibition above about 13%
# PRMT1 inh: PRMT1 (human) inhibition, primary screen; Q99873; recombinant PRMT1, activity-based probe fluorescence polarization; inhibition, % at 2.79 µM; hit rate 1.3% among 370,000; AID 652257;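 active = inhibition above about 21% made by adding two undisclosed values, limit read from the data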
# NPR2 activator: GC-B (human) receptor activation; P20594; HEK293-GC-B cells, CNP EC30, cGMP TR-FRET; 0% at EC30 CNP, 100% saturating CNP; activation, % at 10 µM; hit rate 0.11% among 370,000;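 active = activation at 10 µM reaching about 35% in either raw or pattern-adjusted values, limit read from the data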
# TCR CD3 inh: human TCR-CD3 binding inhibition; hit rate 0.37% among 360,000; inhibition, % at 9.4 µM; AID 651800; TAMRA-labeled TCR probe fluorescence, biochemical; in the data active = inhibition above about 19%;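 note: recombinant mutant TCR 2C K166C tagged with TAMRA read by polarization; 0% = receptor in buffer alone and 100% = receptor with positive control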
# mABHD4 FP: inhibits mouse alpha/beta hydrolase domain 4; Q8VD66; purified mABHD4, FP-Rh probe fluorescence polarization; inhibition, % at 8.92 µM; hit rate 0.54% among 370,000;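 active = inhibition exceeding the mean over every tested compound plus 3 SD, cut at about 30% in these data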;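 note: 0% = plate median of compound wells and 100% = S159A mutant with DMSO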
# Target sequence (Q8VD66 whole entry, looked up, the tested form may be a part): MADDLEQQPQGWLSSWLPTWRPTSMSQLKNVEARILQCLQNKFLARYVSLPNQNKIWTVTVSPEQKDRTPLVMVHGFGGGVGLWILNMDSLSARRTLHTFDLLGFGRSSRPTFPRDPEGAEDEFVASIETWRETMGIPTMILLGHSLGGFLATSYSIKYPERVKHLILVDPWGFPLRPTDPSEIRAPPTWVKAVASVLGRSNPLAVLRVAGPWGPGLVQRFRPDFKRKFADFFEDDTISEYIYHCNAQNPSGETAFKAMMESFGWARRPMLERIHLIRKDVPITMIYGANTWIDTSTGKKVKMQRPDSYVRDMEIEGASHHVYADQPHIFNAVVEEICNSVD
#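 Assay system: mouse ABHD4 enzyme, wild type / Also added: fluorescent activity-based probe FP-Rh / Doses: single nominal dose of 8.92 µM, 0.89% DMSO final / Timing: 45 min compound pre-incubation plus 60 min probe step, 25 °C / Signal: FP readout, ex 525 nm / em 598 nm / Control set: S159A mutant/DMSO as 100%, compound-well median as 0%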
# LEDGF integ inh: blocks HIV-1 LEDGF/p75-dependent DNA integration; hit rate 0.64% among 370,000; AID 743269; inhibition, % at 3.7 µM; TR-FRET IN-LEDGF/p75 DNA integration, Eu/Cy5;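 active = inhibition above the screen-wide mean plus 3 SD, cut at about 13% in these data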;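 note: signal is the Cy5 over europium emission ratio at 671 and 618 nm; 0% = plate median of compound wells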
# HTRA1 inhibitor: blocks human HTRA1 serine peptidase; recombinant HTRA1, FP-rhodamine activity-based probe, fluorescence polarization; Q92743; hit rate 0.5% among 340,000; inhibition, % at 5.96 µM; AID 504803; in the data active = inhibition above about 36%;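 note: 0% = enzyme with DMSO and 100% = wells lacking enzyme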
# SIAE primary: human SIAE inhibition, primary screen; inhibition, % at 9.66 µM; SIAE FP-Rh probe binding, fluorescence polarization; hit rate 0.69% among 370,000; Q9HAT2;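 active = inhibition above a cutoff: mean of compounds within the control limits plus 3 SD of those, cut at about 17% in these data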;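 note: 0% = plate median of compound wells and 100% = probe without SIAE protein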
# Target sequence (Q9HAT2 whole entry, looked up): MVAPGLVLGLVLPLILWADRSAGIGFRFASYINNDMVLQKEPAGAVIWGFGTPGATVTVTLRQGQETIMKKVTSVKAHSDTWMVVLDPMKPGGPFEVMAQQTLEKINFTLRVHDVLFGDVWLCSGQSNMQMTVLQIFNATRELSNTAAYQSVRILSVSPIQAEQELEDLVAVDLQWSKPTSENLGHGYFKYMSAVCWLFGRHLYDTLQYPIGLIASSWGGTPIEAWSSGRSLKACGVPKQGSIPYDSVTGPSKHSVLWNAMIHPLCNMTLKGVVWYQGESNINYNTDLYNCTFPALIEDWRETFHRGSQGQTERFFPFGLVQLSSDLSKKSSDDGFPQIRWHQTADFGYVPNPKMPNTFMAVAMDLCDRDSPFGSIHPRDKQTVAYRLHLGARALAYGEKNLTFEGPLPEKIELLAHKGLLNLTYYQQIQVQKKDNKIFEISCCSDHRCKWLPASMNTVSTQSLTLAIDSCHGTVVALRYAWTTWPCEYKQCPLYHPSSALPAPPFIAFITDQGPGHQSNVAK
# Active calls of the source: *; . = not tested or not shown. Not all compounds are listed; the hit share may differ from the screen's.
SMILES,rCAG RNA binder,TDP2 inh,MBD2 DNA inh,PRMT1 inh,NPR2 activator,TCR CD3 inh,mABHD4 FP,LEDGF integ inh,HTRA1 inhibitor,SIAE primary
Cc1nn(-c2ccccc2)c2c1C(=O)NC(=O)C(C)(C)C2,-1.0,0.9,-4.8,1.4,0.1,-4.0,1.2,-0.6,5.6,4.6
CC(C)N(Cc1ccccc1)C(=O)c1ccc2nsnc2c1,-6.5,-9.3,1.1,-3.7,1.1,-1.8,2.2,0.1,5.4,5.4
Cc1cccc(OCCSc2nc(N)cc(N)n2)c1,-3.5,4.2,4.4,19.9,3.2,-0.5,-0.2,-1.8,-1.7,5.5
COCCNC(=O)c1ccc(N2CC3CC(C2)c2cccc(=O)n2C3)c(NC(=O)c2c(F)cccc2F)c1 (stereo not given),-5.2,-9.0,-5.2,1.9,3.6,4.7,-8.7,0.1,3.4,-3.6
CCOC(=O)Cn1c(=O)c2c(nc3n2CC(C)CN3Cc2ccccc2)n(C)c1=O (stereo not given),-5.7,11.3,-3.5,-1.8,-1.1,2.2,2.9,3.5,0.0,12.0
CC1CCN(c2ccccc2NC(=S)NC(=O)c2ccc(-c3cccc([N+](=O)[O-])c3)o2)CC1,0.7,12.6,2.6,-2.2,4.0,-3.1,3.3,1.1,-5.6,0.1
COc1cccc(NC(=O)N(C)C[C@@H]2OCc3cnnn3CCCC(=O)N([C@@H](C)CO)C[C@H]2C)c1,2.1,-2.0,-4.3,-2.8,-1.3,7.6,9.2,2.4,2.9,1.5
CCCC(=O)N1CCC1(C)C(=O)NS(=O)(=O)c1ccc(C)cc1 (stereo not given),0.0,4.3,1.9,1.8,2.4,-1.2,1.9,2.5,.,1.2
CCSc1nc2ccccc2n1Cc1ccccc1F,-3.5,-6.7,4.2,-1.8,19.6,11.7,-5.9,2.6,-4.0,3.0
COc1ccc(-n2c(O)c(/C=N/n3cnnc3)c3ccccc3c2=O)cc1,10.7,12.2,3.2,-3.2,-2.4,4.7,0.9,1.2,2.9,5.3
Cc1cccc(C(=O)N2CCCC(Nc3ccc(F)c(F)c3)C2)n1 (stereo not given),-4.8,3.0,4.8,-0.3,-1.2,-4.5,-1.0,-3.1,-6.3,1.5
O=C(Nc1ccc(Br)cc1)C1OCCc2ccccc21 (stereo not given),-1.4,-7.8,2.2,-0.9,1.4,0.9,-6.5,5.8,-8.8,10.9
COc1ccccc1N(O)C1CC(=O)N(c2ccc(Br)cc2)C1=O (stereo not given),27.2,15.8,-6.0,41.7*,3.6,-0.5,34.4*,1.1,11.3,20.1*
COc1cccc(NC(=O)COC(=O)c2c(F)cccc2Cl)c1,-0.1,-10.1,0.0,-0.7,1.5,-0.4,-10.1,2.0,-2.5,-2.2
Cc1ccc(NC(=O)Nc2ccc(F)cc2)nc1,4.5,-8.8,-5.2,0.7,-4.2,-2.8,-6.2,2.3,-8.3,-3.0

# Quoted from the listing (three entries):
SMILES,rCAG RNA binder,TDP2 inh,MBD2 DNA inh,PRMT1 inh,NPR2 activator,TCR CD3 inh,mABHD4 FP,LEDGF integ inh,HTRA1 inhibitor,SIAE primary
COc1ccccc1N(O)C1CC(=O)N(c2ccc(Br)cc2)C1=O (stereo not given),27.2,15.8,-6.0,41.7*,3.6,-0.5,34.4*,1.1,11.3,20.1*
COc1cccc(NC(=O)COC(=O)c2c(F)cccc2Cl)c1,-0.1,-10.1,0.0,-0.7,1.5,-0.4,-10.1,2.0,-2.5,-2.2
Cc1ccc(NC(=O)Nc2ccc(F)cc2)nc1,4.5,-8.8,-5.2,0.7,-4.2,-2.8,-6.2,2.3,-8.3,-3.0

# Further results
SMILES,rCAG RNA binder,TDP2 inh,MBD2 DNA inh,PRMT1 inh,NPR2 activator,TCR CD3 inh,mABHD4 FP,LEDGF integ inh,HTRA1 inhibitor,SIAE primary
CSCC[C@H](NC(=O)OC(C)(C)C)C(=O)N1CCC(C(=O)NCC(=O)Nc2ccc(C)cc2)CC1,-8.4,16.9,-3.2,1.3,0.4,6.1,2.7,-3.5,3.3,-1.7
COc1c(/C=N/NC(=O)c2ccncc2)c(CCN(C)C(C)=O)cc2c1OCO2,-4.6,7.2,0.3,1.8,-3.8,4.1,2.9,0.3,4.9,-10.1
Cn1c(N)c(C(=O)COC(=O)[C@@H]2CCCN2S(=O)(=O)c2ccc(Cl)cc2)c(=O)n(C)c1=O,-1.2,4.6,3.3,-2.5,8.1,3.5,2.3,-2.6,5.6,2.1
C/C(Cn1cnc([N+](=O)[O-])n1)=N\NC(=O)c1ccccc1O,1.2,4.1,-1.2,-0.2,2.0,2.7,8.5,-2.6,4.8,15.2
CN(C)c1ccc(C2C=C(c3ccc(Cl)cc3OC(F)F)Nc3ncnn32)cc1 (stereo not given),2.9,-5.3,-4.4,-2.0,-20.4,1.9,-6.4,-2.4,-2.5,3.9
CC1C(=O)C(C)C(c2ccccc2)N(N=O)C1c1ccccc1 (stereo not given),2.6,-8.9,-1.6,-2.6,0.8,-11.3,7.3,0.3,-1.9,1.3
CCOc1ccc(NC(=O)C2CCCN(c3cnccn3)C2)cc1 (stereo not given),0.0,-11.9,0.1,-2.0,-8.0,-4.6,5.8,-1.1,4.5,-1.9
COc1cc(C(=O)NC2CCCCC2)ccc1OCc1ccc(Cl)cc1Cl,0.4,-2.3,-0.8,-0.1,2.0,0.3,3.0,0.8,-0.1,7.0
CCN(CC)S(=O)(=O)c1cc(C(=O)Oc2ccccc2OC)ccc1OC,-2.5,8.0,-5.5,0.2,1.3,4.9,1.7,-1.3,-10.7,-3.5
CSC1=C(C#N)C(c2ccccc2)C(C(C)=O)=C(C)N1 (stereo not given),-1.7,9.9,-1.2,-1.7,-1.4,3.7,-4.3,2.6,5.7,2.9
COc1cccc(CNC(=O)CCC2CCCN(C/C=C/c3ccccc3OC)C2)c1 (stereo not given),-6.9,-4.5,-1.0,-3.3,-6.8,-2.9,-0.4,3.3,-1.0,-6.9
CCOC(=O)[C@@H]1[C@H]2COc3ccccc3[C@@H]2N2C(=O)N(c3ccc(Br)cc3)C(=O)[C@]12C,-4.4,14.2,2.5,0.4,0.1,2.3,-6.2,3.0,-22.0,4.3
O=C(CCC1N=C2c3ccccc3N=C(SCC(=O)NCC3CCCO3)N2C1=O)NCc1ccc(F)cc1 (stereo not given),-1.4,2.1,-2.7,4.1,4.9,-7.0,6.7,1.7,-3.3,-4.3
COc1cc(OC)cc(C(=O)N[C@H](C(=O)OCC(=O)c2c[nH]c3ccccc23)C(C)C)c1,6.0,-7.4,-1.6,-1.1,-4.1,5.7,-12.0,-3.3,-15.2,-3.6
COCCOc1ccc(C(F)(F)F)cc1NC(=O)c1ccc(F)cc1,-3.6,-14.1,1.3,2.8,0.5,-7.2,-6.4,1.5,-3.5,-6.8
NC1=NC2(CCCCC2)n2c(nc3ccccc32)N1,7.6,-9.3,-3.9,-2.4,1.0,1.5,-2.0,-0.1,3.3,5.2
Cc1ccc(N2CC(C(=O)NCc3n[nH]c(=O)c4ccccc34)CC2=O)cc1 (stereo not given),-1.2,8.9,1.1,-0.9,-6.8,-0.5,-0.7,-1.2,-4.0,-1.6
C=CCN1C(=O)CSC1=Nc1ccc(O)cc1,0.7,-0.5,-0.1,-0.9,7.0,1.8,3.1,-1.9,-1.3,13.3
O=C(Nc1cc(=O)[nH]c2ncnn12)c1ccco1,6.2,15.2,-4.8,-1.3,-2.3,0.9,-3.0,-0.3,7.5,9.1
CCn1c(C)c(P(c2ccccc2)c2ccccc2)[n+]2ccccc12,2.1,-8.8,-2.9,0.9,-1.9,-0.6,-0.7,1.0,4.5,12.9
CC(C)C[C@H]1COc2cc(Br)ccc2S(=O)(=O)N1Cc1cccc(Cl)c1,1.3,-13.2,-4.5,-2.5,-0.7,1.2,-4.7,0.9,.,-0.2
OC(c1ccccn1)c1c[nH]c2ccccc12 (stereo not given),-0.1,-6.8,-0.9,2.5,-13.6,3.7,4.0,-2.7,9.3,-9.5
COCCC(=O)N1CCC(Oc2ccc(C(=O)N3CCCC(COC)C3)cc2)CC1 (stereo not given),-11.1,-2.0,5.4,0.0,-4.7,-0.3,-1.0,-2.4,-1.0,4.7
COc1ccc(-c2nc3ccc([N+](=O)[O-])cc3[nH]2)cc1,7.4,-7.8,-0.9,6.4,23.7,4.3,-12.0,-4.7,-14.1,-6.7
CC(C)NC(=S)Nc1ccc2nc3n(c(=O)c2c1)CCCCC3,0.6,-10.8,-1.6,-0.6,3.6,2.4,-1.1,-0.1,-6.3,-3.6
CCOc1ccc([N+](=O)[O-])c(N)c1,-0.7,-0.3,-0.8,-2.5,2.1,2.9,-4.2,-1.5,5.6,-1.3
C[C@@H]1CN([C@@H](C)CO)C(=O)c2cc(/C=C/c3ccccc3)cnc2O[C@@H]1CN(C)S(=O)(=O)c1ccc(F)cc1,4.1,15.6,-1.8,-0.8,-0.8,3.7,6.1,1.2,-8.1,5.0
CCCCOCC1CN(CCCC)S(=O)(=O)c2c(cccc2N2CCCC2)O1 (stereo not given),0.0,4.6,-0.9,1.0,-3.4,-0.4,10.0,-2.3,.,-4.1
CCN(C(=O)Cc1nc(N)n[nH]1)C1(C(=O)Nc2ccccc2)CCCCC1,-2.1,4.5,2.7,-2.1,-0.2,-0.2,3.5,-3.1,0.6,4.7
CC(C)c1ccc(/C=N/NC(=O)c2ccc(-n3cnnn3)cc2)cc1,2.4,8.1,4.1,3.9,-1.9,1.1,3.0,1.7,-15.7,-12.3
CCOC(=O)C1=CN(Cc2cccc(F)c2)S(=O)(=O)NC1c1ccc(Br)cc1F (stereo not given),12.2,-2.6,1.7,-3.2,-6.4,2.3,-24.7,3.5,-35.5,-10.4
O=C(NCc1cccnc1)c1sc2cc(Cl)ccc2c1Cl,-0.8,6.3,6.2,2.0,-6.0,1.6,-2.7,-2.0,-9.6,-5.6
COC(=O)c1nnn(CC(=O)NC(=O)Nc2ccccc2F)c1C(=O)OC,1.3,1.1,-0.4,1.5,-3.9,11.0,1.2,2.2,-6.9,-1.1
Oc1cncc(Cc2ccccc2)c1,-0.6,24.9*,-2.0,-3.3,-2.6,0.9,0.8,-0.6,8.4,2.8
CSc1ncccc1C(=O)OCC(=O)Nc1ccc2c(c1)CCC2,-0.4,3.2,-6.4,-6.6,0.8,0.8,-8.2,4.6,-15.5,2.8
Cc1ccccc1CS(=O)(=O)Cc1ccc(C(=O)Nc2ccc(Cl)cc2)o1,6.6,1.2,3.8,5.4,-8.1,.,1.5,-0.2,.,-4.6
Cc1ccc2c(c1)N(C(=O)CCC(=O)O)CCO2,-2.7,-10.8,-1.9,-0.1,2.0,1.0,0.3,2.4,5.0,2.5
O=C(NNS(=O)(=O)c1ccccc1)c1ccc(S(=O)(=O)N2CCCCC2)cc1,4.3,-8.1,6.3,-0.4,-0.9,-1.2,1.0,2.7,3.2,1.0
O=C(c1cc2ccccc2oc1=O)N1CCCCCCC1,2.0,-10.0,-0.3,5.6,2.4,1.5,-0.7,3.5,-3.1,-0.7
COc1ccccc1C(=O)NC1CCCCN(Cc2cccc(Cl)c2)C1=O (stereo not given),0.8,1.7,0.7,-1.4,-0.3,.,0.0,-1.6,.,-3.2
